# High-throughput results (PubChem BioAssay)
# TNAP act hi DEA = activators of human TNAP at high phosphate acceptor concentration; purified TNAP, CDP-star luminescence, 1 M DEA, 30 min; active compounds read high; 0 = EDTA background, 1 = DMSO-only activity; activation factor at 20 µM; 200,000 tested, under 10 active; AID 1136;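 active = activation factor at least 2 at 20 µM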
# Target sequence (P05186 whole entry, looked up): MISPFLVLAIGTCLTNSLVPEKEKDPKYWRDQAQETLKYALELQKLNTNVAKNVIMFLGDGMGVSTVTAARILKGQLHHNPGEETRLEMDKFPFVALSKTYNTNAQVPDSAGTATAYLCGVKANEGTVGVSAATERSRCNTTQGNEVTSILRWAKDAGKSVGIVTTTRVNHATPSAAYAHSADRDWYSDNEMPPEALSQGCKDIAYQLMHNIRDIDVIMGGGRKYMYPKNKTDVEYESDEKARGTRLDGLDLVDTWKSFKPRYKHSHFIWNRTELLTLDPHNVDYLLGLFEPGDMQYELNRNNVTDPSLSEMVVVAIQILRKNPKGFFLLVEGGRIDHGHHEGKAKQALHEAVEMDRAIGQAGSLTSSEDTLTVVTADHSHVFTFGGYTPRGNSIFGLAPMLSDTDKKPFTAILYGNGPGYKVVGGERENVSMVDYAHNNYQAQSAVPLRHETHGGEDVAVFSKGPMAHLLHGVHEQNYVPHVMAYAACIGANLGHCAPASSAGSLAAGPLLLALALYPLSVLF
#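 Measured by: Luminescent substrate turnover signal | Test system: Human TNAP | Input: TNAP 1/800 final | Dosing: 20 µM single point | Schedule: 30 min, room temperature | Controls: EDTA wells as negative control, DMSO wells as positive control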
# TNAP inh hiacc = blocks human TNAP under high phosphate acceptor concentration; P05186; purified TNAP, CDP-star luminescence, 1 M DEA; inhibition, % at 20 µM; hit rate 0.03% among 200,000; AID 1135;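 active = over 50% inhibition of tissue-nonspecific alkaline phosphatase at 20 µM in the single-dose screen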;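 note: plate controls were DMSO wells for no effect and EDTA-quenched wells as full inhibition for full effect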
# PPARg SRC-3 ag = promotes SRC-3 coactivator recruitment by human PPARgamma | biochemical PPARgamma/SRC-3 coactivator recruitment assay | activation, % at 8 µM | hit rate 0.26% among 200,000 | AID 731; in the data active = activation above about 23%;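 note: 0% = DMSO and 100% = reference agonist; some compounds past the cut are filed as inactive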
# Target sequence (P37231 whole entry, looked up): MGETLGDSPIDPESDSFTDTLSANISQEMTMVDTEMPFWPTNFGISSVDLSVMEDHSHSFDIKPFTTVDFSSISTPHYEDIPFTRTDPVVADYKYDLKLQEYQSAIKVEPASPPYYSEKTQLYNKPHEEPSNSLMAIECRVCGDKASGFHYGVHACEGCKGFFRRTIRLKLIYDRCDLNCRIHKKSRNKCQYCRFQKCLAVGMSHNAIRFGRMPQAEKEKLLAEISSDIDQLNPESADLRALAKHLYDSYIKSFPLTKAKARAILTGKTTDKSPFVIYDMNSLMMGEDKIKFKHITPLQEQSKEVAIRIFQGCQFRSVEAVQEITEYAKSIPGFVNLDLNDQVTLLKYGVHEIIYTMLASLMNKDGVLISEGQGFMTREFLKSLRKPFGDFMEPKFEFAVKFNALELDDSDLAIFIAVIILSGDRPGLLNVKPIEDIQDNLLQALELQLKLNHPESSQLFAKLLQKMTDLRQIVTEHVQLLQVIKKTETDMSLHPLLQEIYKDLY
# PPARg SRC-1 ag = promotes SRC-1 coactivator recruitment by human PPARgamma | PPARgamma-SRC-1 coactivator recruitment biochemical assay | hit rate 0.41% among 200,000 | activation, % at 8 µM | P37231; in the data active = activation above about 19%;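 note: 0% = DMSO and 100% = reference agonist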
# SRC2 TRFRET art = TR-FRET artefact, counter-screen to PPARgamma/SRC-2 agonist assay | active compounds read high | TR-FRET ratio at 8 µM | hit rate 0.4% among 200,000 | AID 1049; in the data active = TR-FRET ratio above about 2000; note: inactives centre near 1500
# bIAP inhibitor = blocks bovine intestinal alkaline phosphatase activity. purified bovine IAP, CDP-star luminescence, 30 min. 190,000 tested, under 10 active. inhibition, % at 20 µM;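 active = over 50% inhibition of intestinal alkaline phosphatase at 20 µM in the single-dose screen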
#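 System: purified bovine intestinal alkaline phosphatase (IAP) enzyme; Input: IAP diluted 1/65,000,000 in the well; Measured by: CDP-star luminescence signal; Compound dosing: 20 µM single dose; Incubation: 30 min reaction at room temperature.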
# PPARg SRC2 recr = PPARgamma-driven SRC-2 recruitment agonism; hit rate 0.34% among 200,000; AID 1032; PPARgamma LBD-SRC-2 recruitment, biochemical; activation, % at 8 µM; in the data active = activation above about 22%;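 note: 0% = vehicle and 100% = reference agonist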
# bIAP act = increases bovine intestinal alkaline phosphatase activity; hit rate 0.17% among 200,000; activation factor at 20 µM; purified bovine IAP, CDP-star luminescence, 30 min; active compounds read high; fold of DMSO-control signal, blank-subtracted;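 active = activation factor of 2 or more at 20 µM, a signal rise over negative controls twice the positive control's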
# Efa HMGR inh = blocks class II HMG-CoA reductase of Enterococcus faecalis; purified E. faecalis HMGR, NADPH absorbance 340 nm kinetic; inhibition, % at 10 µM; hit rate 0.41% among 190,000; AID 1066;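 active = inhibition above a set limit, the median over all tested compounds plus 3 SD, cut at about 9.5% in these data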;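 note: enzyme runs in reverse so mevalonate oxidation gives rising NADPH absorbance; 0% = complete reaction with DMSO and 100% = background rate lacking mevalonate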
# TNAP inh noacc = blocks human TNAP activity with no phosphate acceptor present; P05186; purified TNAP, CDP-star luminescence, 30 min; inhibition, % at 20 µM; hit rate 0.26% among 200,000; AID 1012;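 active = tissue-nonspecific alkaline phosphatase inhibition above about 50% at 20 µM in the single-dose screen, limit read from the data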;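 note: 0% = DMSO negative control and 100% = EDTA positive control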
# * marks the source's active call; other numbers are inactive results; / = no result given.
entry	canonical_smiles	TNAP act hi DEA	TNAP inh hiacc	PPARg SRC-3 ag	PPARg SRC-1 ag	SRC2 TRFRET art
1	CC(C)N1CCC(N2CCN(C3CCCC3)CC2CCO)CC1 (stereo not given)	1	-2	3	13	1620
2	Cc1onc(C(=O)N2C(C)CCCC2C)c1[N+](=O)[O-] (stereo not given)	1	4	2	0	1512
3	Cn1c(=O)c2c(ncn2CCCC(=N)N2CCOCC2)n(C)c1=O	1.1	-7	-5	-10	1283
4	CCNS(=O)(=O)c1ccc2c3c(cccc13)C(=O)N2	1.1	-6	11	6	1489
5	Cc1ccnc(NC(=O)CCC(=O)N(CC(=O)NC(C)(C)C)C2CCCC2)c1	1	1	-19	-2	1653
6	CC(=C/c1ccc(C(C)C)cc1)/C=N/NC(=O)CSc1ccccn1	1	-2	7	4	1701
7	COc1cccc(NC(=O)Cn2cnc3sc(C)c(S(=O)(=O)N4CCCCC4)c3c2=O)c1	1.1	-6	5	5	1503
8	Cc1ccc2c(c1)nnn2C1CCN(S(=O)(=O)c2ccc(C(=O)N(C)C)cc2)CC1	1	-1	-10	2	1346
9	Cc1ccc(C(C(=O)NC2CCCCC2)N(C(=O)Cc2c[nH]c3ccccc23)c2ccccc2)o1 (stereo not given)	1	-1	10	4	1668
10	CN(C)S(=O)(=O)c1ccc(N2CCCC2)c(C(=O)Nc2nc(-c3ccc(F)cc3)cs2)c1	1	2	-3	-7	1560
11	O=C(NCc1ccco1)c1cc2cc3ccc(Cl)cc3nc2o1	1.1	-7	12	2	1684
12	c1ccc2c(c1)[nH]c1c(N3CCOCC3)ncnc12	1	-2	3	0	1498

entry	bIAP inhibitor	PPARg SRC2 recr	bIAP act	Efa HMGR inh	TNAP inh noacc
1	-4	-9	1	-5	-9
2	12	3	0.9	-4	-7
3	0	-1	1	1	-7
4	16	14	0.8	-3	-18
5	6	5	0.9	2	-9
6	-4	4	1	1	-14
7	0	9	1	-1	-5
8	-7	-2	1.1	-1	-6
9	11	9	0.9	-2	-3
10	3	6	1	-4	-14
11	7	7	0.9	-1	-9
12	9	6	0.9	3	12

# Sorted by number of heavy atoms (descending): some entries from above.
entry	canonical_smiles	TNAP act hi DEA	TNAP inh hiacc	PPARg SRC-3 ag	PPARg SRC-1 ag	SRC2 TRFRET art
9	Cc1ccc(C(C(=O)NC2CCCCC2)N(C(=O)Cc2c[nH]c3ccccc23)c2ccccc2)o1 (stereo not given)	1	-1	10	4	1668
7	COc1cccc(NC(=O)Cn2cnc3sc(C)c(S(=O)(=O)N4CCCCC4)c3c2=O)c1	1.1	-6	5	5	1503
8	Cc1ccc2c(c1)nnn2C1CCN(S(=O)(=O)c2ccc(C(=O)N(C)C)cc2)CC1	1	-1	-10	2	1346
5	Cc1ccnc(NC(=O)CCC(=O)N(CC(=O)NC(C)(C)C)C2CCCC2)c1	1	1	-19	-2	1653
6	CC(=C/c1ccc(C(C)C)cc1)/C=N/NC(=O)CSc1ccccn1	1	-2	7	4	1701
3	Cn1c(=O)c2c(ncn2CCCC(=N)N2CCOCC2)n(C)c1=O	1.1	-7	-5	-10	1283
1	CC(C)N1CCC(N2CCN(C3CCCC3)CC2CCO)CC1 (stereo not given)	1	-2	3	13	1620
4	CCNS(=O)(=O)c1ccc2c3c(cccc13)C(=O)N2	1.1	-6	11	6	1489

entry	bIAP inhibitor	PPARg SRC2 recr	bIAP act	Efa HMGR inh	TNAP inh noacc
9	11	9	0.9	-2	-3
7	0	9	1	-1	-5
8	-7	-2	1.1	-1	-6
5	6	5	0.9	2	-9
6	-4	4	1	1	-14
3	0	-1	1	1	-7
1	-4	-9	1	-5	-9
4	16	14	0.8	-3	-18

# The results go on:
entry	canonical_smiles	TNAP act hi DEA	TNAP inh hiacc	PPARg SRC-3 ag	PPARg SRC-1 ag	SRC2 TRFRET art
13	CN1CCN(c2nc3c(c(=O)n(C)c(=O)n3C)n2CC(=O)C23CC4CC(CC(C4)C2)C3)CC1	1	-4	-4	10	1450
14	O=C(NC(NC(=S)Nc1ccc(Cl)cc1Cl)C(Cl)(Cl)Cl)c1cccc([N+](=O)[O-])c1 (stereo not given)	1	-2	-10	4	1527
15	CC(CN1CCCCC1)OC(=O)c1ccc(Cl)cc1 (stereo not given)	1	-1	0	-4	1385
16	Cc1ccc(N(C(=O)CCC(=O)Nc2cc(C)on2)C(C(=O)NC2CCCC2)c2ccccc2)cc1 (stereo not given)	1.1	-6	0	0	1494
17	CCOC(=O)C1CCN(c2ncnc3c2oc2ccccc23)CC1	1	-2	2	6	1527
18	CCOCCCNC(=O)c1ccc(Br)cc1	1.1	-7	-11	-4	1578
19	O=C(c1cc([N+](=O)[O-])ccc1N1CCN(S(=O)(=O)c2ccc(Cl)c(Cl)c2)CC1)N1CCOCC1	1	1	4	5	1726
20	c1ccc(C2COC(c3cccs3)=N2)cc1 (stereo not given)	1.1	-7	0	11	1744
21	CNc1nc(NCCOC23CC4CC(CC(C4)C2)C3)nc(OCC(F)(F)F)n1	1.1	-5	1	-4	1430
22	CCOC(CNC(=O)c1ccc(CNC(=O)c2ccc(OC)c(OC)c2)cc1)OCC	1	-3	-2	7	1611
23	O=C(Nc1ccc2c(c1)ncn2-c1ccccc1)c1ccco1	1.1	-5	3	0	1444
24	CC(C)n1nc(CC(=O)O)c2ccccc2c1=O	1	-1	6	18	1522

entry	bIAP inhibitor	PPARg SRC2 recr	bIAP act	Efa HMGR inh	TNAP inh noacc
13	-11	5	1.1	-2	-8
14	23	8	0.8	-2	6
15	8	-4	0.9	-6	-4
16	-1	-5	1	3	-11
17	1	12	1	-1	-8
18	3	6	1	-6	-4
19	10	14	0.9	-8	-6
20	-2	-6	1	0	-14
21	-1	-3	1	-1	3
22	0	2	1	-6	-8
23	15	6	0.8	2	8
24	-12	8	1.1	-4	-6

# Next section
entry	canonical_smiles	TNAP act hi DEA	TNAP inh hiacc	PPARg SRC-3 ag	PPARg SRC-1 ag	SRC2 TRFRET art
25	O=C(OCc1ccccc1Cl)c1ccccc1C(=O)c1ccccc1	1	0	-2	6	1714
26	CCOc1ccc2nc(C)cc(Nc3ccc(N4CCOCC4)cc3)c2c1	1	0	6	6	1694
27	Cc1cc(Cl)c(OCCOCCN2CCCCC2)c(Br)c1	1	-4	2	0	1439
28	Cc1cc(C(=O)Cn2cnc3cc([N+](=O)[O-])ccc3c2=O)c(C)n1CC1CCCO1 (stereo not given)	1	2	1	0	1650
29	Cc1ccc(C)n1-c1ccc(C(=O)O)cc1	1	-1	8	1	1224
30	CCN(CC)c1ccc(C2CC(=O)NC3=C2C(=O)CC(C)(C)C3)cc1 (stereo not given)	1.1	-6	-1	-2	1756
31	CCN(CC)CCN1C(=O)c2ccccc2NC1c1ccc(N(C)C)cc1 (stereo not given)	1	-1	-3	2	1482
32	CCOC(=O)CNC(=S)N(Cc1ccccc1F)C1CCCCC1	1	-4	4	-5	1529
33	N#CC(c1cccc(C(F)(F)F)c1)(c1ncc(C(F)(F)F)cc1Cl)N1CCOCC1 (stereo not given)	1	-1	0	3	1633
34	O=C1CN(c2nnnn2-c2ccccc2)CCN1	1.1	-7	-5	-4	1469
35	COCCCNC(=O)c1cc2c(-c3ccc(Cl)cc3)nn(C)c2s1	1	-4	-9	8	1630
36	Cc1cc(OC(C)C)nc(-c2ccccc2O)n1	1.1	-8	-2	-5	1517

entry	bIAP inhibitor	PPARg SRC2 recr	bIAP act	Efa HMGR inh	TNAP inh noacc
25	42	7	0.6	-2	-4
26	0	5	1	-4	-6
27	-5	-1	1	1	-5
28	-9	-2	1.1	1	-13
29	-9	-4	1.1	-2	-9
30	5	7	0.9	0	-18
31	0	1	1	-4	-5
32	2	6	1	1	-16
33	-2	-1	1	-1	-5
34	6	-4	0.9	-1	20
35	10	0	0.9	2	-12
36	15	-3	0.9	/	-20

# Next entries follow.
entry	canonical_smiles	TNAP act hi DEA	TNAP inh hiacc	PPARg SRC-3 ag	PPARg SRC-1 ag	SRC2 TRFRET art
37	Cc1cc(NC(=O)COC(=O)c2n[nH]c3ccccc23)no1	1	-4	6	-3	1462
38	c1ccc(CSc2snnc2-c2ccccc2)cc1	1	0	1	-5	1484
39	COCc1c(C(=O)OC)nnn1-c1ccc(C(F)(F)F)cc1[N+](=O)[O-]	1	-2	6	6	1475
40	CCn1c(SCC(=O)NCc2cccs2)nnc1-c1cccs1	1	-3	6	8	1692
41	C=CCc1cccc2cc(C(=O)N3CCN(C(=O)OCC)CC3)c(=O)oc12	1	-2	-2	-10	1469
42	O=C(NCc1ccco1)c1ccc2snnc2c1	1	-3	-3	-3	1599
43	Cc1ccc(C(=O)O)cc1NC(=O)Nc1ccc2c(c1)OCO2	1	2	7	9	1620
44	Cc1ccc(-n2c(O)c(/C=C3/C(c4ccccc4)=Nc4ccccc43)c(=O)[nH]c2=O)cc1	0.9	11	3	-3	1621
45	COc1cccc(C2CC(=O)NC3=C2C(=O)CCC3)c1 (stereo not given)	1	-4	-4	4	1450
46	C(=C\c1ccccc1)/C=N/Nc1nc2ccccc2s1	0.9	8	4	6	1600
47	COc1ccc(NC(=O)N2CCCC2C(=O)Nc2ccc(C)cc2)cc1 (stereo not given)	1.1	-10	-2	-6	1307
48	CCNC(=O)c1c(O)c2ccccc2[nH]c1=O	1	4	-3	-4	1589

entry	bIAP inhibitor	PPARg SRC2 recr	bIAP act	Efa HMGR inh	TNAP inh noacc
37	10	0	0.9	2	52*
38	46	-2	0.5	-2	0
39	9	13	0.9	-5	-11
40	13	8	0.9	-2	-10
41	18	-4	0.8	-10	-13
42	-1	3	1	-4	-2
43	-1	3	1	-1	5
44	-16	0	1.2	-1	23
45	-1	0	1	-7	-11
46	12	3	0.9	0	-4
47	4	0	1	0	-11
48	1	-5	1	1	-3

# Further entries follow:
entry	canonical_smiles	TNAP act hi DEA	TNAP inh hiacc	PPARg SRC-3 ag	PPARg SRC-1 ag	SRC2 TRFRET art
49	CCC(=O)N1CCCc2cc(S(=O)(=O)N3CCN(C4CCCCC4)CC3)ccc21	1.1	-6	/	/	/
50	COc1ccc(-c2coc3c(CN4CCCCC4)c(O)c(CN4CCCCC4)c(O)c3c2=O)cc1	1.1	-6	-9	5	1595
51	COc1ccc(C(=O)n2nc(C)c(Br)c2C)cc1	1.1	-6	-9	-3	1539
52	COc1cccc(/C=C/C(=O)OCC(=O)Nc2ccc(Cl)cn2)c1	1	0	5	-4	1501
53	O=C(COc1cccc2c1CCN(Cc1ccc(Cl)cc1)C2=O)N1CCOCC1	1.1	-5	3	8	1687
54	CCN(CC)c1nc2ccccc2nc1C(C#N)C(=O)NCCc1ccccc1 (stereo not given)	0.9	9	4	10	1660
55	O=C(COC(=O)c1cccnc1)Nc1cccc(Cl)c1	1.1	-11	13	3	1646
56	CN1CCN(C(=O)C23CCC(C)(c4nc5ccccc5nc42)C3(C)C)CC1 (stereo not given)	1.1	-5	-1	5	1596
57	O=C(COc1ccccc1)NC(NC(=S)Nc1ccccc1C(=O)O)C(Cl)(Cl)Cl (stereo not given)	1	-3	-5	-9	1621
58	Cc1cccc(C2CC(c3ccccc3)Nc3nc(N)nn32)c1 (stereo not given)	1	1	3	5	1618

entry	bIAP inhibitor	PPARg SRC2 recr	bIAP act	Efa HMGR inh	TNAP inh noacc
49	-8	/	1.1	-2	-7
50	-14	0	1.1	-3	-3
51	3	-3	1	-2	-10
52	-4	-7	1	-1	-10
53	-15	10	1.1	3	-14
54	24	4	0.8	-3	6
55	7	-1	0.9	-3	-16
56	-3	2	1	1	-11
57	6	3	0.9	-3	-5
58	-2	8	1	-2	-9
